TAAR1 agonist: human TAAR1 agonists, primary screen, Fluo-8 calcium fluorescence, CHO RD-HGA16 cells; Trace amine-associated receptor 1 (Homo sapiens), Q96RJ0; vehicle wells 0%, saturating PEA agonist 100%; activation, % at 3 µM; actives 0.99% (n = 360,000); AID 624467, 2012;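 active means activation above the mean activation of all test compounds in the run plus 3 SD, cut at about 38% in these data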
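System: CHO-derived RD-HGA16 cells with stable Gα16 and human TAAR1. Times: 17-24 h plating, Fluo-8 75 min 37 °C, 30 min RT. Measured by: calcium-sensitive Fluo-8 signal, excitation 470-495, emission 515-575 nm. Read-out basis: % activation relative to PEA EC100 response. Control set: DMSO and PEA EC100. Repeats: no replicates (n 1).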
M4 antag: human M4 muscarinic receptor antagonists, primary screen, CHO cells, Fluo-8 calcium fluorescence; Muscarinic acetylcholine receptor M4 (Homo sapiens), P08173; CHO-hM4 cells, ACh EC80; inhibition, % at 3 µM; actives 0.73% (n = 360,000); AID 624125, 2012;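 active means inhibition above its plate's cutoff, the mean inhibition of sample wells plus 3 SD, cut at about 27% in these data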;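 further: 0% = acetylcholine EC80 with DMSO and 100% = DMSO without agonist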
Target sequence (P08173 whole entry, looked up): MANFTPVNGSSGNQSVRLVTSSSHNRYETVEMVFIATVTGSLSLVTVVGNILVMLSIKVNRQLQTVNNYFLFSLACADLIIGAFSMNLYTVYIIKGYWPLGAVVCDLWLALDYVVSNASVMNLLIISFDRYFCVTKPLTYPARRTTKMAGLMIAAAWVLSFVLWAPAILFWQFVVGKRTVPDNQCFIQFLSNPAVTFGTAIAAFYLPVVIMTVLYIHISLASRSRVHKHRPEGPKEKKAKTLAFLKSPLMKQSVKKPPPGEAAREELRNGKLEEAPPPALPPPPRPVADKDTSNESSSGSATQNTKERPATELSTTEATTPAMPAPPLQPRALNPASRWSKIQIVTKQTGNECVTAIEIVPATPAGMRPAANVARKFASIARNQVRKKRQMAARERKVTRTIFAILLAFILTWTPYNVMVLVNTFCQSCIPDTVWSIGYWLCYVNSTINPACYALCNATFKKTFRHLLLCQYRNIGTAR
CHRM5 PAM: human M5 muscarinic receptor positive allosteric modulators, primary screen, CHO-K1 cells, Fluo-8 calcium fluorescence | AID 624038, 2012 | CHO-K1 hM5, ACh EC20 PAM; 0% = ACh EC20, 100% = ACh EC100 | actives 0.3% (n = 360,000) | activation, % at 3 µM;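 active means activation above the run cutoff, the mean activation of all test compounds plus 3 SD, cut at about 18% in these data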
Target sequence (P08912 whole entry, looked up): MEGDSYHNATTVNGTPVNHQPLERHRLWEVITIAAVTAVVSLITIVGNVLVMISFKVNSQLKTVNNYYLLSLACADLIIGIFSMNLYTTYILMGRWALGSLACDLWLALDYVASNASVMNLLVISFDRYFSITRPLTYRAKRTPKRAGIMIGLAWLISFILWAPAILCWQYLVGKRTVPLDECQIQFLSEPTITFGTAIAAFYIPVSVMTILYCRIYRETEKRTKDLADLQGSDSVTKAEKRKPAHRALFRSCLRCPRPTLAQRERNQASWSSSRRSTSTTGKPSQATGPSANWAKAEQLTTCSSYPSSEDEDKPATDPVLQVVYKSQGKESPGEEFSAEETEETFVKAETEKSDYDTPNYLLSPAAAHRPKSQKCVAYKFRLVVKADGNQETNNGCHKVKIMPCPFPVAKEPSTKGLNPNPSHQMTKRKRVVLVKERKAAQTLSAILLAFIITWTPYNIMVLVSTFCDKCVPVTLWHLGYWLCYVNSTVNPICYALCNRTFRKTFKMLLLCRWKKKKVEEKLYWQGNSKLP
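system = human M5 receptor in CHO-K1 cells | reagent = EC20 acetylcholine as agonist stimulus | compound dosing = single-point, 3 µM nominal | incubation = Fluo-8 loading 80 min at 37 °C plus 30 min room temperature | detection = Fluo-8 calcium dye fluorescence, kinetic read | benchmarks = low control EC20 acetylcholine (0%), high control EC100 acetylcholine (100%)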
CHRM1 PAM: human M1 muscarinic receptor positive allosteric modulators, primary screen, CHO-K1 cells, Fluo-8 calcium fluorescence, 1536-well | Muscarinic acetylcholine receptor M1 (Homo sapiens), P11229 | CHO-K1 hM1, ACh EC20; 0% = ACh EC20, 100% = maximal ACh | activation, % at 3 µM | actives 0.088% (n = 360,000); in the data active means activation above about 19%, passing the limit was not always enough
M1 ag: human M1 muscarinic receptor agonists, primary screen, Fluo-8 calcium fluorescence, CHO-K1 cells, HTS; Muscarinic acetylcholine receptor M1 (Homo sapiens), P11229; CHO-K1 hM1, agonist mode; 0% DMSO, 100% acetylcholine EC100; activation, % at 3 µM; actives 0.33% (n = 360,000);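 active means activation above the run's mean compound activation plus 3 SD, cut at about 16% in these data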;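 further: peak over basal fluorescence ratio within a 140 s kinetic read after compound addition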
M4 ag: human M4 muscarinic receptor agonists, primary screen, CHO-K1 cells, Fluo-8 calcium fluorescence; Muscarinic acetylcholine receptor M4 (Homo sapiens), P08173; CHO-K1 hM4/Gqi5; vehicle 0%, full acetylcholine response 100%; activation, % at 3 µM; actives 0.14% (n = 360,000); AID 624127, 2012;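 active means activation above the run mean over all test wells plus 3 SD, cut at about 32% in these data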;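 further: peak over basal fluorescence ratio per well then scaled between controls; 0% = DMSO wells and 100% = acetylcholine at EC100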
CHRM1 antagonist: human M1 muscarinic receptor antagonists, primary screen, CHO-K1 cells, Fluo-8 calcium fluorescence, 1536-well; inhibition, % at 3 µM; CHO-K1 hM1, ACh EC80 antagonist; actives 1.3% (n = 360,000); AID 588852, 2011;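 active means percent inhibition above its own plate's cutoff, namely the mean of that plate's compound wells plus 3 SD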;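 further: peak over basal fluorescence ratio during 140 s after agonist addition; 0% = ACh EC80 plus DMSO and 100% = DMSO alone without agonist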
M5 ag: human M5 muscarinic receptor agonists, primary screen, CHO-K1 cells, Fluo-8 calcium fluorescence; Muscarinic acetylcholine receptor M5 (Homo sapiens), P08912; CHO-K1 hM5 cells; 0% DMSO wells, 100% maximal acetylcholine response; activation, % at 3 µM; actives 0.19% (n = 360,000); AID 624037, 2012;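 active means activation above the run's mean over test compounds plus 3 SD, cut at about 23% in these data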;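 further: signal is peak over basal fluorescence ratio across the kinetic read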
CHRM5 antagonist: human M5 muscarinic receptor antagonists, primary screen, CHO cells, Fluo-8 calcium fluorescence. inhibition, % at 3 µM. CHO-hM5 cells, ACh EC80. Muscarinic acetylcholine receptor M5 (Homo sapiens), P08912. actives 0.59% (n = 360,000);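 active means inhibition above a per-plate cutoff, the mean of that plate's test compounds plus 3 SD, cut at about 27% in these data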;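 further: 0% = acetylcholine EC80 with DMSO and 100% = DMSO without agonist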
* marks the source's active call; other numbers are inactive results.

Preview, 10 compounds:
Molecule | TAAR1 agonist | M4 antag | CHRM5 PAM | CHRM1 PAM | M1 ag | M4 ag | CHRM1 antagonist | M5 ag | CHRM5 antagonist
C[C@@H]1CN([C@@H](C)CO)C(=O)CCCn2cc(nn2)CO[C@H]1CN(C)S(=O)(=O)c1ccccc1 | 0 | -14 | 3 | 4 | -5 | 1 | -9 | 1 | -10
Cc1oc(C(=O)O)cc1COc1ccc2c3c(c(=O)oc2c1)CCC3 | 2 | 4 | -1 | -2 | -3 | 1 | 2 | -1 | 7
CCc1nc2c(OCC3COc4ccccc4O3)cccn2c1N(C)C(=O)c1cccc(OC)c1 (stereo unspecified) | 2 | -7 | -4 | 1 | -4 | 7 | -8 | -1 | 1
CC(N)(C(=O)O)c1cccc(OCc2cccc(Cl)c2)c1 (stereo unspecified) | -1 | 0 | 2 | 8 | -3 | 0 | -8 | -1 | 3
Cc1ccc(N(C(=O)c2ccc(CN3CCOCC3)o2)C(C(=O)NCCC(C)C)c2cccs2)c(C)c1 (stereo unspecified) | 2 | -4 | 3 | 14 | 1 | 0 | -13 | -1 | -9
COc1ccccc1CN(C)C(=O)c1ccccc1SCC(=O)N1CCCC1 | 10 | -2 | -7 | 2 | -1 | 7 | -3 | 5 | 6
COc1ccccc1C(=O)NCC(c1cccs1)N1CCc2ccccc21 (stereo unspecified) | -2 | -13 | -15 | -5 | -3 | 1 | 6 | -2 | 10
CCOC(=O)CSc1cc(C)nc(N)n1 | 4 | 6 | 0 | 5 | 0 | 1 | -6 | -1 | 0
COCCNc1nc(-c2ccc(Cl)cc2C)c2sccc2n1 | 2 | 4 | -7 | 5 | -2 | -1 | 2 | -3 | 8
CCCCCCn1c(N2CCCC2)nc2c1c(=O)n(C)c(=O)n2C | 2 | -5 | 5 | 9 | -5 | 0 | -3 | 2 | 2

This part in full (from the top)
Molecule | TAAR1 agonist | M4 antag | CHRM5 PAM | CHRM1 PAM | M1 ag | M4 ag | CHRM1 antagonist | M5 ag | CHRM5 antagonist
C[C@@H]1CN([C@@H](C)CO)C(=O)CCCn2cc(nn2)CO[C@H]1CN(C)S(=O)(=O)c1ccccc1 | 0 | -14 | 3 | 4 | -5 | 1 | -9 | 1 | -10
Cc1oc(C(=O)O)cc1COc1ccc2c3c(c(=O)oc2c1)CCC3 | 2 | 4 | -1 | -2 | -3 | 1 | 2 | -1 | 7
CCc1nc2c(OCC3COc4ccccc4O3)cccn2c1N(C)C(=O)c1cccc(OC)c1 (stereo unspecified) | 2 | -7 | -4 | 1 | -4 | 7 | -8 | -1 | 1
CC(N)(C(=O)O)c1cccc(OCc2cccc(Cl)c2)c1 (stereo unspecified) | -1 | 0 | 2 | 8 | -3 | 0 | -8 | -1 | 3
Cc1ccc(N(C(=O)c2ccc(CN3CCOCC3)o2)C(C(=O)NCCC(C)C)c2cccs2)c(C)c1 (stereo unspecified) | 2 | -4 | 3 | 14 | 1 | 0 | -13 | -1 | -9
COc1ccccc1CN(C)C(=O)c1ccccc1SCC(=O)N1CCCC1 | 10 | -2 | -7 | 2 | -1 | 7 | -3 | 5 | 6
COc1ccccc1C(=O)NCC(c1cccs1)N1CCc2ccccc21 (stereo unspecified) | -2 | -13 | -15 | -5 | -3 | 1 | 6 | -2 | 10
CCOC(=O)CSc1cc(C)nc(N)n1 | 4 | 6 | 0 | 5 | 0 | 1 | -6 | -1 | 0
COCCNc1nc(-c2ccc(Cl)cc2C)c2sccc2n1 | 2 | 4 | -7 | 5 | -2 | -1 | 2 | -3 | 8
CCCCCCn1c(N2CCCC2)nc2c1c(=O)n(C)c(=O)n2C | 2 | -5 | 5 | 9 | -5 | 0 | -3 | 2 | 2
CC(C)c1ccc(NC(=O)Cn2ncc3ccccc32)cc1 | 1 | 8 | 2 | 16 | -2 | 0 | -21 | -6 | 0
O=C(O)C1CCC(c2ccc(-c3ccccc3)cc2)CC1 (stereo unspecified) | -1 | -3 | -2 | 12 | 0 | 1 | -10 | -3 | 7
COc1ccc(/C=N/NC(=O)c2nc(-c3ccccc3)n(-c3ccccc3)n2)cc1OC | 2 | -2 | -4 | -7 | -5 | 4 | 8 | -2 | -2
Cc1ccccc1N1C(=O)Cc2ccccc2C1=O | 0 | -2 | 4 | 12 | -1 | 1 | -16 | 3 | -8
CCOc1ccccc1-n1c(=O)c2ccccc2c2ccccc2c1=O | 0 | 6 | -3 | -2 | -10 | 1 | 8 | -2 | 1
CC(C)(C)NC(=O)C(OC(=O)Cn1nnc(-c2ccc(F)cc2)n1)c1ccncc1 (stereo unspecified) | 6 | 2 | 9 | -1 | -6 | 3 | -1 | -1 | -18
O=C(c1cc(Cl)ccc1Cl)N1CCc2ccccc21 | -4 | -4 | 2 | 5 | -6 | -3 | -14 | -2 | 5
Cc1ccccc1CSc1ccc(-c2ccc3c(c2)OCO3)nn1 | 1 | 1 | -1 | -1 | -5 | -2 | -1 | -4 | -1
CN(C)c1ccc(N/C=C/C(=O)C(C)(C)C)cc1 | 10 | 2 | -2 | 0 | -2 | 1 | -24 | 0 | -4
C#CCOc1ccc2c(C)cc(=O)oc2c1 | 3 | -6 | 1 | 7 | -5 | 1 | -36 | 0 | 2
CSc1ccc(C2C3(C#N)C(N)=NC4(OCCO4)C23C#N)cc1 (stereo unspecified) | 2 | 11 | 1 | 10 | 3 | 3 | -10 | 3 | -7
CCCCCOc1ccc(C(=O)NCC(=O)NCC(=O)OCC)cc1 | -2 | 1 | 3 | 4 | -1 | 1 | -31 | -1 | -2
COc1ccccc1CN1CC(C(=O)NCCN2CCOC2=O)CCC1=O (stereo unspecified) | 1 | -4 | -2 | 6 | 0 | 0 | -4 | -6 | 11
O=C(COC(=O)Cc1n[nH]c(=O)c2ccccc12)NNC(=O)c1ccc(Cl)cc1 | 9 | -10 | -3 | 7 | -4 | 1 | -12 | 3 | 5
COc1cc(C(=O)O/N=C2/C=CC(=O)C(C)=C2C)cc(OC)c1OC | 15 | -1 | 4 | 3 | -1 | 1 | -28 | -1 | -4

The list continues.
Under each structure – TAAR1 agonist	M4 antag	CHRM5 PAM	CHRM1 PAM	M1 ag	M4 ag	CHRM1 antagonist	M5 ag	CHRM5 antagonist
O=C(CSc1nnc(-c2ccco2)o1)N1CCOCC1
→ 6	-10	0	4	-5	0	-7	-1	-5
COc1cccc(-n2c(SCC(N)=O)nnc2-c2ccncc2)c1
→ 1	6	0	6	-5	1	-8	0	-5
Cc1cc(C)n(C(=O)c2ccc(C)c(S(=O)(=O)N3CCCC3)c2)n1
→ 1	5	2	1	-5	0	3	-3	3
COc1ccc(CCNC(=O)C(=O)Nc2ccc3c(c2)OCO3)cc1OC
→ 4	-5	5	2	-1	0	3	0	1
COc1ccc(C2=NN(CCC(=O)NC3CCCCCC3)C(=O)CC2)cc1
→ 3	5	-3	0	-2	-1	-7	-3	11
CCOC(=O)c1ccc(Nc2ncnc3ccccc23)cc1
→ 6	-5	-9	-5	-8	6	13	-2	17
CNC(=O)c1ccsc1NC(=O)c1ccc(S(=O)(=O)N2CCCc3ccccc32)cc1
→ 2	1	-10	2	0	7	-5	2	8
COc1ccc(CNC(=O)/C(C#N)=C2\N=C(NC(=O)c3cccs3)c3ccccc32)cc1
→ 3	5	-1	9	-7	1	0	0	-3
CCOc1cc(/C=N/NC(=O)c2c(C)nc3ccc(Cl)cn23)ccc1O
→ 3	-23	-9	-3	-1	5	3	1	4
Cc1ccc(-n2nc(C)c(=O)c(-c3ccccc3)c2NC(=O)c2cccs2)cc1
→ 2	-23	14	1	-3	1	-4	4	-16
CCOC(=O)C1C(=O)OC(C)(C)C1C(C)C(=O)c1ccc(C)cc1C (stereo unspecified)
→ 8	-16	5	7	0	1	1	5	-3
CCN1CCN(CC(=O)Nc2cc(S(=O)(=O)N(CC)c3ccccc3)ccc2Cl)CC1
→ 2	-12	9	2	-8	2	-7	-4	6
COc1ccc(NC(=S)NC(=O)c2cccnc2)cc1
→ -1	8	-2	15	-1	0	-17	2	4
C[C@H](CO)N1C[C@H](C)[C@@H](CN(C)C(=O)OCc2ccccc2)OCc2cn(nn2)CCCC1=O
→ 2	-31	7	6	-9	1	-6	-1	-6
FC(F)(F)c1cccc(NC(=S)NCC(c2cccnc2)N2CCOCC2)c1 (stereo unspecified)
→ 3	0	-4	-5	-1	1	3	0	2
CCCCn1c(N)c(N(CCC(C)C)C(=O)c2ccccc2C)c(=O)[nH]c1=O
→ 4	-5	3	5	-3	1	-5	-3	4
CSc1nc2ccccc2cc1/C=C(\C#N)c1cccc(Cl)c1
→ 5	11	-3	3	-5	-1	-1	-4	-3
COCCCNC(=O)CNC(=O)c1nn(-c2ccc(OC)c(Cl)c2)c(=O)c2ccccc12
→ 6	0	-12	-6	0	17	14	0	17
CCCCN(C(=O)Cn1nnc2ccccc21)C(C(=O)NCCOC)c1cccs1 (stereo unspecified)
→ 2	-2	-2	13	-3	1	-20	-6	-10
Cc1ccc(S(=O)(=O)N(CC(=O)N2CCC(C(N)=O)CC2)c2cccc(C(F)(F)F)c2)cc1
→ 0	-16	-4	5	-2	9	-1	0	0
CN(C)S(=O)(=O)c1cc(NC(=O)COC(=O)Cc2cccc3ccccc23)ccc1Cl
→ 4	7	-12	-3	-1	10	5	2	12
Cc1cccc(N=C(N2CCOCC2)P(=O)(N2CCOCC2)N2CCOCC2)c1
→ 4	-7	5	-2	1	1	4	-1	-8
CN1OC[C@@H]2CN(Cc3ccc(Cl)cc3)[C@H](c3cccc(Br)c3)C[C@@H]21
→ -3	-25	-6	1	-5	-1	-4	-1	-1
Cc1ccc(C(=O)NC2CCS(=O)(=O)C2)cc1S(=O)(=O)N1CCCCCC1 (stereo unspecified)
→ 1	-1	1	4	-3	0	-8	1	-4
CCc1ccc(OCC(=O)Nc2ccncc2)cc1
→ 5	4	-16	-11	2	8	22	5	14
COC(=O)c1ccc(/C=C2\N=C(SC)SC2=O)cc1
→ 0	-2	8	-3	-3	1	2	-2	-8
CCOc1ccc(CC(=O)Nc2c(C(=O)Nc3ccccc3)oc3ccccc23)cc1OCC
→ 7	2	6	8	-1	0	-9	-7	0
COc1ccccc1CCNC(=O)Cc1cccs1
→ 21	6	10	8	-2	0	-35	0	-3

Not all compounds are listed; count on the stated rates, not on these rows.
